EPAC2 agonist = EPAC2 (human) agonism; Q8WZA2; 360,000 tested, 0.079% active; Potency, µM (doses to about 154 µM), inactives show top-dose activation, most hits filed as activators; EPAC2 activation, biochemical qHTS; response scale: 100% = 6.5 mM cAMP response; also: potency is read from the fitted curve at half-maximal effect; nearly all actives have a fitted effect of over 50% in size
Target sequence (Q8WZA2 whole entry, looked up): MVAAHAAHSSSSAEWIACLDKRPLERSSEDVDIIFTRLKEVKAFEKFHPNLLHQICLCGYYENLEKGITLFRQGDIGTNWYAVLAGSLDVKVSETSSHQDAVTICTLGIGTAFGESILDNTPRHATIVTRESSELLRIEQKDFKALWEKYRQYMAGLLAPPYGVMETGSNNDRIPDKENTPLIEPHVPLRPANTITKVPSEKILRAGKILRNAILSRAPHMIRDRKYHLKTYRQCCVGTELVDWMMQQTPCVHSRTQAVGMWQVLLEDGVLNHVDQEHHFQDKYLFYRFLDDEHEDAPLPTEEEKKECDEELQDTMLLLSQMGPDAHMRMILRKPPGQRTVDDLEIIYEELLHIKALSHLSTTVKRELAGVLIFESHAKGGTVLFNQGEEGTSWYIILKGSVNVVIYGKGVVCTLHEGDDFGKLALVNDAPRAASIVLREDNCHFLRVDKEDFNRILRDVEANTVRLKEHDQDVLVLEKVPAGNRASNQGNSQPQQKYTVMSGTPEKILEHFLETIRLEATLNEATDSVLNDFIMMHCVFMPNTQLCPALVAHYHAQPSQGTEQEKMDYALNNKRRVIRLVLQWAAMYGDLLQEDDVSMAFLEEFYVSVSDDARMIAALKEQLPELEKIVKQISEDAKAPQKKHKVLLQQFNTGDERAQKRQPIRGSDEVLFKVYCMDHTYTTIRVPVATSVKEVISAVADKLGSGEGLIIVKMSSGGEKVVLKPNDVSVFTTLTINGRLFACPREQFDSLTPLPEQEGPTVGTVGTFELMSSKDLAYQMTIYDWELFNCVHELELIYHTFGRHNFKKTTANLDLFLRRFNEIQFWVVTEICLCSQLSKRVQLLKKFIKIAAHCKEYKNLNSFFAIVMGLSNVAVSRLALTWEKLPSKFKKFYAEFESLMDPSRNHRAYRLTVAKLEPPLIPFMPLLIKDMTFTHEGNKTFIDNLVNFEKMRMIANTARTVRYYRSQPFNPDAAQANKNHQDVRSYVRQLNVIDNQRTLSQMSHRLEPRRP
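Guanine nucleotide exchange by EPAC2 is measured as reduced fluorescence of BODIPY-GDP once it is released from 250 nM Rap1B. Plates are read kinetically for 30 min at room temperature; results are scaled to 6.5 mM cAMP.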
TGFb SMAD3 inh = TGF-b pathway inhibition; HepG2 CAGA-GFP TGF-b/SMAD3 reporter, GFP fluorescence, 18 h; TGF-beta stimulated, 500 pg/mL final; Potency, µM (highest dose often 46.1 µM), for inactives: at the highest dose activity, negative = inhibition, usual class: inhibitors; 410,000 tested, 1.2% active; AID 588855; also: potency is read from the fitted curve at half-maximal effect; % is scaled to controls: 0 for no effect and ±100 for the full control effect; nearly all actives have a fitted effect of over 65% in size
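GFP signal (ex488/em500-530) from TGF-beta-stimulated HEPG2 CAGA-GFP cells, 500 pg/mL final, 18 h at 37 degrees C in DMEM plus 1% FBS, normalized to unstimulated and DMSO-stimulated controls.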
Mm-Cpn inhibitor = blocks the Methanococcus maripaludis chaperonin Mm-Cpn; Potency, µM (doses to about 76.9 µM), inactives show at the highest dose activity, negative = inhibition, most hits filed as inhibitors; purified Mm-Cpn ATPase, ADP Transcreener TR-FRET; 330,000 tested, 0.031% active; also: potency is read from the fitted curve at half-maximal effect; % is scaled to controls: 0 for no effect and ±100 for the full control effect; nearly all actives have a fitted effect of over 80% in size
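Inhibition of chaperonin ATP hydrolysis is measured as reduced ADP production, detected by competitive TR-FRET in which signal falls with ADP. Final enzyme 25 nM and ATP 10 uM, reacted 30 min at 37°C.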
EPAC2 antagonist = blocks human EPAC2 exchange factor; 360,000 tested, 0.18% active; Potency, µM (titrated, usually from 114 µM), for inactives: at the top dose activity, negative = inhibition, actives largely listed as inhibitors; AID 720708; EPAC2 GEF exchange of Rap1B-BODIPY-GDP, fluorescence; also: potency is read from the fitted curve at half-maximal effect; % is scaled to controls: 0 for no effect and ±100 for the full control effect; nearly all actives have a fitted effect of over 45% in size; many of its hits are not listed in these tables
Nrf2 activator = activates Nrf2 signaling; 410,000 tested, 0.31% active; Potency, µM (titrated, usually from 46.1 µM), for the others: top-dose activation, actives largely listed as activators; AREc32 ARE-luciferase reporter (MCF7-derived line), luminescence, 24 h; AID 624171; also: potency is read from the fitted curve at half-maximal effect; % of control where 0% means no effect; nearly all actives have a fitted effect of over 65% in size
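Cells of the AREc32 ARE-luciferase line are plated in OPTI-MEM containing 5% FBS and left overnight at 37 deg C. Compounds are pinned in, incubation continues 24 hr, and firefly luciferase signal is then measured.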
Akt phos inh = inhibitors of Akt phosphorylation. 360,000 tested, 0.32% active. activity change, % for hits at 50 µM. AID 651550. Neuro2A IGF-stimulated pAkt S473 HTRF, 20 min; hits give low values; in the data active = activity change below about -80%; inconclusive = mostly about -51% to -80%; also: % is scaled to controls: 0 for no effect and ±100 for the full control effect
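Neuro2A cells (4,500/well, DMEM with 0.5% FBS) were treated with compound at a single 50 µM final concentration, stimulated with 6 nM IGF for 20 min at 37 °C, and lysed. Phospho-Akt Ser473 was read by HTRF as 665/615 ratio ×10^4.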
Nrf2 inh = Nrf2 pathway inhibition; A549 ARE-Fluc reporter, luciferase luminescence, 18-24 h; Potency, µM (top dose mostly 46 µM), for the others: top-dose activity change, negative = inhibition, hits mostly inhibitors; 360,000 tested, 2.1% active; AID 504444; also: potency is read from the fitted curve at half-maximal effect; % is scaled to controls: 0 for no effect and ±100 for the full control effect; nearly all actives have a fitted effect of over 60% in size
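Quantitative HTS in A549 cells stably bearing an antioxidant response element-firefly luciferase construct. Inhibition of Nrf2-driven transcription was scored by luminescence after 18-24 h of compound exposure at 37 °C.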
A549 viability = A549 cytotoxicity, counter-screen for Nrf2 inhibitors. A549 ARE-Fluc cells, CellTiter-Fluor viability, 18-24 h. AID 504648. 390,000 tested, 0.16% active. Potency, µM (titrated, usually from 46 µM), inactives show at the highest dose activity change, negative = cytotoxicity, actives largely listed as inhibitors; also: potency is read from the fitted curve at half-maximal effect; % is scaled to controls: 0 for no effect and ±100 for the full control effect
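A549 ARE-Fluc cells in 5% FBS OPTI-MEM, 5000 cells/well, rested 2 h then exposed to compounds in concentration-response for 18-24 h at 37 °C. Viability by CellTiter-Fluor fluorescence (Ex 405/Em 525) after 30 min; luciferase luminescence (BugLite, 15 min, RT) read afterwards.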
CCT modulator = modulators of cytosolic chaperonin (CCT/TRiC) activity; purified chaperonin ATPase assay, HTRF ADP detection, 30 min; activity change, % (test concentration not listed), hits read low; 360,000 tested, 0.3% active; AID 651819; in the data active = activity change below about -30%; also: % is scaled to controls: 0 for no effect and ±100 for the full control effect
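Enzyme 40 or 20 nM (batch-dependent) in Tris pH 7.4/KCl/MgCl2/DTT; cpd 76 uM single point; ATP 10 uM; 30 min 37 °C; Transcreener ADP HTRF detection, 30 min RT; ratio 665/615.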
* marks the source's active call; other numbers are inactive results; i = inactive; u = inconclusive; x = no result given; & = joins results of further samples; [ ] = dose if it differs, or a comment. Unless noted, calls follow the shape of the dose curve; as a rule, active = well fitted curve in the direction sought with a large enough effect; inconclusive = small, poorly fitted or top-dose-only effect, or another doubt; inactive = no such curve, though single readings can be large; an effect the other way counts as inactive or inconclusive. This is a subset; count on the stated rates, not on these rows.

entry	molecule	EPAC2 agonist	TGFb SMAD3 inh	Mm-Cpn inhibitor	EPAC2 antagonist	Nrf2 activator	Akt phos inh	Nrf2 inh	A549 viability	CCT modulator
1	Cc1noc(C)c1COC(=O)[C@@H](NC(=O)c1ccccc1Cl)C(C)C	-3%	3%	2%	11%	-0.2%	i	-2%	0%	-0.3
2	Cc1nn(C)c(C)c1Sc1ccc(Br)cc1	1%	u	0%	-24%	4.1%	i	0%	-10%	-1.5
3	O=C(Nc1cccc(F)c1)Nc1ccccn1	-2%	1%	0%	3%	u	i	4%	-17%	-1.9
4	COc1ccc(NC(=S)Nc2ccc(OCc3ccccc3)cc2)c(OC)c1	23%	u	1%	-12%	0.8%	i	-28%	11%	0.3
5	Cc1coc2c(O)cc3c(c12)OC1(N2CCCCC2)C(=O)NCCCC31 (centres undefined)	10%	u	-3%	-17%	-1.9%	i	4%	-9%	-6.6
6	CC/C(=N/NC(=O)c1ccccc1)c1ccc(OCCN2CCOCC2)cc1	2%	1%	2%	2%	4.6%	i	u	-1%	-1.0
7	COc1ccc(C(=O)N(Cc2ccc(N(C)C)cc2)C2CCS(=O)(=O)C2)cc1 (centres undefined)	2%	4%	-1%	4%	-0.3%	i	11%	-7%	-2.0
8	CCCC(=O)Nc1nc2c(s1)CC(C(C)(C)C)CC2 (centres undefined)	x	18%	x	x	9.1%	x	u	1%	x
9	O=C(Cc1ccc2ccccc2c1)NC(Cc1ccccc1)C(=O)O (centres undefined)	1%	3%	-1%	-9%	-1.0%	i	-23%	6%	-0.4
10	CC(OC(=O)C1CCN(S(=O)(=O)c2ccc3c(c2)OCCO3)CC1)C(=O)NC1(C#N)CCCCC1 (centres undefined)	13%	-9%	x	1%	-0.8%	i	-1%	-2%	0.6
11	CCN1CCN(Cc2ccc(NC(=O)c3ccc(C)c(NC(=O)c4cc(-c5ccc(Br)cc5)n[nH]4)c3)cc2C(F)(F)F)CC1	10%	u	3%	5%	-3.5%	i	u	6%	-1.8
12	CCC(CO)Nc1ncnc2onc(-c3ccc(F)cc3)c12 (centres undefined)	11%	3%	1%	11%	-0.6%	i	-7%	12%	-0.6
13	COc1ccc(Br)cc1[C@H]1[C@@H]2C=CCC[C@@]2(C)C(=O)N1Cc1ccccc1	19%	u	2%	-19%	2.8%	i	u	-8%	-0.6
14	CCOc1ccc2nc(NC(=O)Cn3[nH]c(=O)c4ccccc4c3=O)sc2c1	3%	u	0%	7%	5.7%	i	u	-1%	-0.1
15	CC(C)OC(=O)c1c(NC(=O)c2ccco2)sc2c1CCCC2	7%	5%	0%	-4%	17%	i	-14%	-3%	1.0
16	COCCOCCOCCC(=O)NC1CC2CCC1(C)C2(C)C (centres undefined)	-15%	u	1%	9%	-0.2%	i	10%	-4%	-0.6
17	COc1cc(Cl)cc(C2NC(=S)NC(c3ccccc3)=C2C(C)=O)c1OCC(=O)O (centres undefined)	-1%	-5%	-2%	3%	-0.9%	i	23%	8%	-0.1
18	CCc1cccc(NC(=O)CCNS(=O)(=O)c2cccc3nonc23)c1	6%	-7%&-5%	0%	0%	2.3%&-0.3%	i	8%	2%&0%	-1.7
19	COc1ccc2c(c1)c1c(c(=O)n(Cc3ccccc3)c(=O)n1Cc1ccccc1)n2C	x	-4%	x	x	-0.1%	x	8%	-2%	x
20	COc1ccc2[nH]c3c(c2c1)CCN1C(=O)C(CC(=O)NCCc2ccccn2)C[C@H](C(=O)N2CCCCC2)[C@@]31C (some centres undefined)	3%	-19%	-1%	12%	0.9%	i	10%	-1%	-1.1
21	CCOC(=O)C1(CC2CC2)CCN(C(=O)c2cc(OC)nc3ccccc23)CC1	0%	-20%	0%	-23%	0.5%	i	u	-1%	1.4
22	NC(=O)C1CCN(Cc2nc3cc(Cl)ccc3c(=O)[nH]2)CC1	1%	-2%	0%	-4%	0.2%	i	-29%	-1%	0.1
23	Cc1ccc(F)cc1NC(=O)c1cccc(N(C)C)c1	1%	0%	-3%	7%	3.5%	i	28%	x	0.7
24	CC(C)C[C@H](NC(=O)N1CCn2c1nc1ccccc12)C(=O)NC1CCCCC1	-5%	-8%	1%	-8%	0.5%	i	14%	-9%	1.3
25	CCN(CC)c1ccc(S(=O)(=O)N2CCOCC2)cc1NC(=O)CSc1n[nH]c(N)n1	0%	-5%	1%	-5%	-1.1%	i	3%	5%	0.2
26	CCOc1ccc(S(=O)(=O)N/N=C\c2ccc3c(c2)OCO3)cc1	5%	-15%	0%	-7%	2.0%	i	u	-8%	0.8
27	O=C(CC1C(=O)NCCN1C(=O)Nc1ccc(C(F)(F)F)cc1)Nc1ccc(F)cc1 (centres undefined)	-9%	u	-1%	-26%	1.9%	i	u	3%	2.3
28	Cc1c(NP(=O)(c2ccc(Br)cc2)c2ccc(Br)cc2)c(=O)n(-c2ccccc2)n1C	-1%	2%	-2%	-8%	-0.7%	i	11%	-12%	2.0
29	COc1ccc(Cn2cc(CN3CC(N(C)C)CS3(=O)=O)nn2)cc1 (centres undefined)	12%	x	x	4%	0.2%	i	x	x	-3.3
30	O=C(Cn1cc(S(=O)(=O)Cc2ccccc2F)c2ccccc21)Nc1ccc(F)c(Cl)c1	x	u	x	x	0.0%	x	u	u	x
31	O=C(COc1ccccc1)NCC(=O)N1CCCC1	10%	-13%	1%	10%	-0.2%	i	4%	0%	-0.3
32	CCc1c(O)nc(SCc2ccc(F)cc2)[nH]c1=O	2%	1%	-6%	7%	-0.4%	i	-14%	0%	-2.4
33	Cn1c(=O)n(CCCc2ccccc2)c(=O)c2c1nc1n2CCN1c1ccc(F)cc1	x	u	x	x	-1.3%	x	-2%	7%	x
34	Cc1nnc(SCc2nnc(-c3cccs3)o2)n1Cc1ccccc1	1%	-22%	0%	-5%	0.1%	i	6%	2%	-8.2
35	NS(=O)(=O)c1ccc(NC(=S)NCc2ccc3c(c2)OCO3)cc1	-3%	-19%	0%	1%	1.5%	i	7%	0%	-0.5
36	c1ccc(N2CCN(c3nc4ccccc4[nH]3)CC2)nc1	6%	-13%	-1%	-6%	0.7%	i	14%	4%	-0.4
37	O=C(O)/C=C/C(=O)Nc1ccccc1-c1ccccc1	4%	-3%	2%	-1%	-0.2%	i	x	7%	-2.1
38	COc1cc(C(=O)OCC(=O)N2CCCCC2C)cc(NC(=O)c2cccs2)c1OC (centres undefined)	1%	23%	u	u	-0.1%	i	u	-9%	1.6
39	CCCCn1c(SCC(=O)Nc2cc(C)on2)nnc1-c1cccnc1	4%	-15%	0%	7%	-0.4%	i	3%	-5%	-0.9
40	COc1ccc(S(=O)(=O)NCc2cccnc2)cc1C(=O)Nc1ccccc1	-6%	19%	2%	-1%	-0.2%	i	5%	1%	-2.1
41	CNc1nc(Cl)nc(NC(C)(C)C)n1	1%	1%	1%	16%	0.9%	i	-6%	-1%	-0.7
42	COc1ccc(CCn2c(C)cc(C(=O)CSc3nnnn3-c3ccccc3)c2C)cc1	7%	-10%	2%	-6%	-0.8%	i	-17%	-9%	-3.6
43	CCCC(c1nnnn1Cc1ccccc1)N1CCN(c2ccccc2OC)CC1 (centres undefined)	7%	8%	0%	1%	-0.5%	i	-10%	0%	-2.7
44	Cc1cccc(N(CC(=O)Nc2ccccc2-c2ccccc2)S(=O)(=O)c2ccccc2)c1C	8%	-22%	0%	-11%	-0.2%[9.22 µM]	i	u	15%	-0.4
45	COc1ccccc1CNC(=O)c1cc2c(-c3ccc(Cl)cc3)nn(C)c2s1	x	0%	x	x	8.6%	x	u	-1%	x
46	CC(C)(C)Cc1c(C2CCCCC2)nc2ccc(Br)cn12	-2%	u	x	-25%	0.5%	i	x	x	0.2
47	CC(=O)c1ccc(NC(=O)CNc2cc(S(=O)(=O)N3CCOCC3)ccc2N2CCCC2)cc1	5%	1%	-7%	-10%	0.2%	i	1%	0%	-0.6
48	COc1ccc(CCNC(=O)C(C)n2nc(C)c3sc4ccccc4c3c2=O)cc1OC (centres undefined)	x	28%	x	x	0.2%	x	14%	-10%	x
49	COc1ccc(/C=C/c2cc(C(F)(F)F)on2)cc1	2%	11%	2%	-9%	0.4%	i	u	-5%	-2.4
50	O=C(CSc1c2c(nc3cc(Cl)ccc13)CCCC2)NCCCN1CCOCC1	15%	u	-10%	-12%	-1.8%	i	-30%	2%	0.7
51	COc1cccc(CN(CC(=O)NCc2ccc(F)cc2)C(=O)c2ccco2)c1	6%	-3%	2%	-1%	-0.7%	i	-4%	-1%	0.7
52	O=C(c1ccc2c3c(cccc13)CC2)C1CCCN(C(=O)c2ccc[n+]([O-])c2)C1 (centres undefined)	1%	7%	2%	-8%	0.3%	i	-2%	-1%	0.2
53	COc1ccc(NC(=O)c2nn(C)c3c2CS(=O)(=O)c2ccccc2-3)cc1Cl	x	-5%	x	x	0.3%	x	u	0%	x
54	CCC(c1nc2ccccc2c(=O)n1CCN1CCOCC1)N1C(=O)c2ccccc2C1=O (centres undefined)	8%	14%	-1%	7%	-0.6%	i	3%	0%	-2.1

Values in list order from above.
Nos. 31 to 38 in Nrf2 activator, in turn: -0.2%, -0.4%, -1.3%, 0.1%, 1.5%, 0.7%, -0.2%, -0.1%
Nos. 31 to 38 in EPAC2 agonist, in turn: 10%, 2%, x, 1%, -3%, 6%, 4%, 1%
Nos. 31 to 38 in Mm-Cpn inhibitor, in turn: 1%, -6%, x, 0%, 0%, -1%, 2%, u
